High-throughput results as filed in PubChem.
pAkt inh: HTS Assay for Inhibitors of Akt Phophorylation: Primary Screen. Neuro2A IGF-stimulated pAkt S473 HTRF, 20 min; hits give low values. activity change, % for hits at 50 µM. 0.32% of 360,000 active; in the data active = activity change below about -80%; inconclusive = mostly about -51% to -80%; note: % is set by controls: 0 for no effect and ±100 for the full control effect
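Neuro2A cells in DMEM with 0.5% FBS, overnight at 37 deg C, given compound at single 50 µM final, then IGF (6 nM final) for 20 min at 37 deg C. Lysed; phospho-Akt Ser473 by HTRF after 24 h, 665/615 ratio.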
S2 tox: Viability Counterscreen for Primary qHTS for Inhibitors of ATXN expression; S2 cells (HEK-293 line with an ATXN2-luciferase reporter) viability, CellTiter-Fluor protease fluorescence, 24 h; 0.49% of 400,000 active; Potency, µM (titrated, usually from 56.7 µM), actives largely listed as cytotoxic; note: potency is the fitted concentration of half-maximal effect; nearly all actives have a fitted effect of over 40% in size
CCT modulator: High-Throughput Screening for Modulators of Cytosolic Chaperonin Activity; purified chaperonin ATPase assay, HTRF ADP detection, 30 min; activity change, % (no concentration beside the values), hits read low; 0.3% of 360,000 active; in the data active = activity change below about -30%; note: % is set by controls: 0 for no effect and ±100 for the full control effect
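TRiC at 40 or 20 nM final (batch-dependent) in 30 mM Tris pH 7.4, 100 mM KCl, 5 mM MgCl2, 1 mM DTT, with compound at single 76 uM and 10 uM ATP, 30 min at 37 deg C. ADP detected by HTRF Transcreener, 665/615 ratio.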
Nrf2 ARE act: qHTS of Nrf2 Activators; AREc32 ARE-luciferase reporter (MCF7-derived line), luminescence, 24 h; Potency, µM (titrated, usually from 46.1 µM), inactives show at the top dose activation, usual class: activators; 0.31% of 410,000 active; note: potency is the fitted concentration of half-maximal effect; % of control where 0% means no effect; nearly all actives have a fitted effect of over 65% in size
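Cells of the AREc32 ARE-luciferase line are plated in OPTI-MEM containing 5% FBS and left overnight at 37 deg C. Compounds are pinned in, incubation continues 24 hr, and firefly luciferase signal is then measured.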
Nrf2 block: Nrf2 qHTS screen for inhibitors; AID 504444, 2011; A549 ARE-Fluc reporter, luciferase luminescence, 18-24 h; Potency, µM (highest dose often 46 µM), for inactives: at the top dose activity change, negative = inhibition, most hits filed as inhibitors; 2.1% of 360,000 active; note: potency is the fitted concentration of half-maximal effect; % is set by controls: 0 for no effect and ±100 for the full control effect; nearly all actives have a fitted effect of over 60% in size
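Reporter: ARE-Fluc in A549. Exposure: 18-24 h, 37 °C, 5% CO2, 5% FBS OPTI-MEM. Readouts: fluorescent cytotoxicity (CellTiter-Fluor), then luminescent Nrf2 signal after BugLite.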
MmCpn inh: Inhibitors of TCP-1 ring complex (TRiC) of Methanococcus maripaludis (MmCpn): qHTS | Chaperonin Mm-Cpn (Methanococcus maripaludis) | purified Mm-Cpn ATPase, ADP Transcreener TR-FRET | Potency, µM (series often up to 76.9 µM), for the others: top-dose activity, negative = inhibition, most hits filed as inhibitors | 0.031% of 330,000 active | AID 504842, 2011; note: potency is the fitted concentration of half-maximal effect; % is set by controls: 0 for no effect and ±100 for the full control effect; nearly all actives have a fitted effect of over 80% in size
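TR-FRET (320 nm excitation; 590 and 665 nm emission) reports ADP made from 10 uM ATP by 25 nM enzyme; compounds were preincubated 10 min, reaction run 30 min, both at 37°C.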
HepG2 viability: qHTS for Inhibitors of TGF-b: Cytotox Counterscreen. HepG2 CAGA-GFP viability, ATP luminescence, 18 h. Potency, µM (titrated, usually from 46.1 µM), for the others: at the highest dose activity change, negative = cytotoxicity, actives largely listed as cytotoxic. 0.76% of 410,000 active. AID 588856, 2011; note: potency is the fitted concentration of half-maximal effect; some results filed as inactive show a strong effect at the top dose
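CellTiter-Glo luminescence gave cytotoxicity after 18 hours at 37 degrees C. The cells were HepG2 CAGA-GFP in 1% FBS DMEM, stimulated with 500 pg/mL TGF-beta after compound addition. %Activity was normalised to no-cell wells (complete cell-killing) and DMSO (no toxicity), and curves were fitted and classified.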
TGFb SMAD3 inh: qHTS for Inhibitors of TGF-b. HepG2 CAGA-GFP TGF-b/SMAD3 reporter, GFP fluorescence, 18 h; TGF-beta stimulated, 500 pg/mL final. Potency, µM (highest dose often 46.1 µM), for the others: at the highest dose activity, negative = inhibition, actives largely listed as inhibitors. 1.2% of 410,000 active. AID 588855, 2011; note: potency is the fitted concentration of half-maximal effect; % is set by controls: 0 for no effect and ±100 for the full control effect; nearly all actives have a fitted effect of over 65% in size
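Smad-responsive CAGA-GFP expression was quantified in HEPG2 cells exposed to compounds and 500 pg/mL final TGF-beta for 18 h at 37 degrees C; unstimulated wells defined full inhibition.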
A549 tox: Nrf2 qHTS screen for inhibitors: counterscreen for cytotoxicity; 0.16% of 390,000 active; A549 ARE-Fluc cells, CellTiter-Fluor viability, 18-24 h; Potency, µM (highest dose often 46 µM), for inactives: at the highest dose activity change, negative = cytotoxicity, most hits filed as inhibitors; note: potency is the fitted concentration of half-maximal effect; % is set by controls: 0 for no effect and ±100 for the full control effect
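A549 ARE_Fluc cells in 5% FBS OPTI-MEM were exposed to compounds in concentration-response for 18-24 h at 37 deg C. Viability was read by CellTiter-Fluor fluorescence (Ex 405/Em 525) after 30 min, before the luciferase read.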
The depositor's hits bear a star; i = inactive; ? = inconclusive; / = not tested or not shown; & = joins results of further samples. Unless noted, calls come from the whole dose curve; as a rule, active = well fitted curve in the direction sought with a large enough effect; inconclusive = small, poorly fitted or top-dose-only effect, or another doubt; inactive = no such curve, though single readings can be large; an effect the other way counts as inactive or inconclusive. Random draw from the library; 4.4% or so of the library scored in one or more.

structure	pAkt inh	S2 tox	CCT modulator	Nrf2 ARE act	Nrf2 block	MmCpn inh	HepG2 viability	TGFb SMAD3 inh	A549 tox
COc1cc(NC(=O)c2ccc(Cl)cc2)c2ncccc2c1	i	i	-0.6	0.4%	?	-1%	-23%	-12%	0%
CCCCN(Cc1ccco1)C(=O)c1cc2c(s1)-c1c(C)cccc1OC2	/	i	/	3.8%	?	/	-22%	?	7%
NS(=O)(=O)c1ccc(CCNC(=O)c2cc(S(=O)(=O)N3CCCCC3)ccc2Cl)cc1	i	i	-2.0	-1.1%	/	/	0%	0%	/
COc1cc(C(=O)Nc2cc(Cl)ccc2C)c(-n2cnnn2)cc1OC	i	i	0.7	-0.4%	?	1%	1%	?	-16%
Cc1cnc(C(=O)N2CCN(S(=O)(=O)c3ccc(F)c(F)c3F)CC2)cn1	i	i	-1.2	1.0%	0%	-1%	-2%	-23%	-2%
O=C1CC(N2CCc3ccccc32)C(=O)N1c1ccc(F)cc1 (configuration not stated)	i	i	-2.6	0.6%	8%	-2%	0%	2%	-1%
Cc1cc(C(C)(C)C)ccc1Oc1cccc2c1S(=O)(=O)N(C1CCCC1)CC(COCc1ccccc1)O2 (configuration not stated)	i	i	-1.7	-0.6%	-13%	/	-5%	24%	11%
COc1ccc(C2C=C(c3ccc(C)c(C)c3)Nc3ncnn32)c(OC)c1OC (configuration not stated)	i	/	-0.6	-0.6%	-8%	0%	-5%	0%	1%
Cc1ccc2oc(-c3cc(NC(=O)Cc4ccccc4)ccc3Cl)nc2c1	/	i	/	0.0%	-4%	/	-7%	-25%	5%
COc1ccc(S(=O)(=O)N(CC(=O)N2CCN(c3ccccc3)CC2)c2ccccc2)cc1	/	/	1.2	-0.3%	5%	1%	6%	1%	-4%
COc1ccc(/C=C/CN2CCN(Cc3ccc(F)cc3)C(CCO)C2)cc1 (configuration not stated)	i	i	1.0	3.2%	?	-1%	-25%	-2%	2%
CCOC(=O)CC(NC(=O)c1cccc2c1C(=O)N(Cc1cccnc1)C2)c1ccc(OCC)c(OC)c1 (configuration not stated)	i	i	-2.0	3.1%	-15%	0%	-23%	2%	-10%
O=C(NCCc1ccccc1)c1ccc2c(c1)OCCCO2	i	i	-2.9	-1.9%	2.1µM*	-3%	-28%	12%	-1%
CCCCNC(=O)c1onc(CSc2ccc(C)c(C)c2)c1C(=O)O	i	i	-3.8	-0.2%	-21%	-3%	-16%	-20%	0%
CC(C)(C)c1ccc2c(c1)OC(C(=O)N/N=C\c1ccc(-c3cccc(C(=O)O)c3)o1)CO2 (configuration not stated)	i	i	0.5	-0.7%	9%	1%	-41%	-11%	1%
Cc1c(C(=O)NCc2ccc3c(c2)OCO3)oc2ccccc12	i	i	-0.5	-0.4%	5%	2%	-20%	9%	-6%
Cc1cc(C)c(N(C(=O)CN2C(=O)c3ccccc3S2(=O)=O)C(C(=O)NCC2CCCO2)c2ccc(F)cc2)c(C)c1 (configuration not stated)	i	i	-2.6	-0.1%	-25%	-1%	-24%	?	-16%
Cc1n[nH]c(C)c1CCNC(=O)C1CCC(=O)N(Cc2ccccc2F)C1 (configuration not stated)	i	i	0.7	0.1%	12%	-2%	2%	-22%	-7%
CCc1ccc(-c2c(C)sc(NC(C)=O)c2C(N)=O)cc1	i	i	1.3	-0.8%	?	-2%	-52%	-18%	-14%
CCCN(CCC)C(=O)Cn1ccc(=N)c2ccccc21	i	i	-1.7	-1.3%	/	1%	-7%	-1%	0%
COC(=O)N1CCCCC1c1cc(C(=O)Nc2ccccc2Cl)no1 (configuration not stated)	i	i	-1.0	0.8%	/	/	-26%	-11%	/
C=CCn1c(-c2sc(-c3ccccc3)nc2C)n[nH]c1=S	i	i	-6.8	3.2%	-11%	-6%	-4%	-20%	-6%
Cc1ccc(-c2nc(CS(=O)(=O)CC(=O)N3CCOCC3)c(C)o2)cc1	i	i	-4.5	-0.3%	-16%	0%	-7%	-16%	-5%
COc1ccc(C2C(C(=O)c3cccs3)=C(O)C(=O)N2c2cccc(C)n2)cc1 (configuration not stated)	i	i	-8.4	-0.3%	8%	-6%	-9%	-7%	-9%
Cc1ccc(C(=O)NC(=S)NCc2ccco2)cc1	i	i	1.6	10%	?	0%	-19%	-10%	4%
O=C(Cn1cnc([N+](=O)[O-])n1)c1ccccc1	i	i	-4.6	-0.6%	5%	-3%	0%	-1%	-4%
Cc1ccc(C2CC(=O)C=C(NCc3ccccc3)C2)cc1 (configuration not stated)	i	i	-1.7	0.0%	-9%	-1%	0%	6%	-14%
Cc1cc(OCCN2CCCC2)cc(C(C)C)c1	i	i	0.6	-0.1%	-1%	1%	-17%	-8%	-7%
CN(C(=O)c1ccc(Cl)cc1)C1CCS(=O)(=O)C1 (configuration not stated)	i	i	-0.6	-1.1%	2%	1%	3%	3%	-4%
CC(=O)c1cccc(OCc2cc(C(=O)N3CC4C[C@@H]5CC3C[C@H](C4)C5)no2)c1	i	?	-0.4	9.4%	?	-3%	-36%	?	-5%

structure	pAkt inh	S2 tox	CCT modulator	Nrf2 ARE act	Nrf2 block	MmCpn inh	HepG2 viability	TGFb SMAD3 inh	A549 tox
C=CCc1cc(CN2CC(C)OC(C)C2)c(O)c(OC)c1 (configuration not stated)	i	?	-2.0	23%	-4%	/	3%	-5%	-7%
CCCN1C(=O)C(Cc2nc3ccccc3c(=O)n2CC)c2ccccc21 (configuration not stated)	/	/	/	6.9%	9%	/	-26%	/	1%
Cc1cccc(N2CCN(C(=O)c3ccccc3OCc3c(C)noc3C)CC2)c1C	i	i	-1.4	-0.8%	6%	-1%	-22%	-16%	-2%
Cc1sc(NC(=O)c2ccco2)c(CN2CCN(c3ccccn3)CC2)c1C	i	?	-1.4	9.0%	-29%	-5%	0%	-16%	-18%
CC(C)CNC(=S)Nc1ccc(F)cc1	i	i	0.6	0.0%	4%	0%	4%	-9%	7%
O=C(Nc1ccccc1)Nc1cc(S(=O)(=O)N2CCOCC2)ccc1N1CCCC1	i	?	0.6	-0.1%	9%	1%	2%	?	-2%
Cc1ccn2cc(-c3ccc4c(c3)NC(=O)CO4)nc2c1	i	?	-4.4	0.0%	17%	0%	40%	0%	3%
O=C(NCCC(=O)N1CCN(S(=O)(=O)c2ccc(Cl)cc2)CC1)Nc1ccccc1	i	i	-0.4	0.1%	11%	-8%	1%	-15%	9%
O=C(NCc1ccccn1)c1ccc(NS(=O)(=O)c2cccc([N+](=O)[O-])c2)cc1	i	?	-1.3	0.0%	-14%	1%	-3%	-13%	-4%
COc1ccc(-c2cc(-c3ccco3)[nH]c(=O)c2C#N)cc1	i	i	-0.3	0.0%	?	-12%	-10%	8%	0%
COc1ccc(CNC(=O)C(C)n2c(=O)cc(C)c3c(C)nn(-c4ccccc4)c32)cc1 (configuration not stated)	/	i	/	-0.9%	0%	/	3%	6%	2%
CN(C)Cc1c[nH]c2nccnc12	i	i	-0.4	-0.7%	/	/	4%	4%	/
Cc1c[nH]c(=O)c([N+](=O)[O-])c1	i	i	-1.8	0.0%	0%	1%	-3%	-6%	-5%
CCOC(=O)C/C(C)=N/NC(=O)COc1ccccc1C	i	i	1.1	2.7%	3%	-1%	-2%	-1%	0%
OC(COc1cccc2ccccc12)CN1CCN(c2ccc(Cl)cc2)CC1 (configuration not stated)	i	?	1.3	6.9%	7%	0%&1%	-94%	16µM*	2%
COc1ccc(-c2nc(NC(=O)c3[nH]c(C)c(C(C)=O)c3C)sc2C)cc1	i	i	2.7	0.9%	?	1%	-5%	-20%	-16%
Cc1onc(-c2ccccc2)c1C(=O)N/N=C/C(Br)=C/c1ccccc1	i	i	-4.0	?	?	0%	-3%	?	-3%
COc1cc(-c2nnn(CC(=O)N3CCOCC3)n2)cc(OC)c1OC	i	i	1.4	-0.2%	18%	1%	-1%	8%	-1%

Rewritten with values under each structure: entries from further up
Order of values: pAkt inh	S2 tox	CCT modulator	Nrf2 ARE act	Nrf2 block	MmCpn inh	HepG2 viability	TGFb SMAD3 inh	A549 tox
> O=C(Nc1ccccc1)Nc1cc(S(=O)(=O)N2CCOCC2)ccc1N1CCCC1
    i	?	0.6	-0.1%	9%	1%	2%	?	-2%
> Cc1ccn2cc(-c3ccc4c(c3)NC(=O)CO4)nc2c1
    i	?	-4.4	0.0%	17%	0%	40%	0%	3%
> O=C(NCCC(=O)N1CCN(S(=O)(=O)c2ccc(Cl)cc2)CC1)Nc1ccccc1
    i	i	-0.4	0.1%	11%	-8%	1%	-15%	9%
> O=C(NCc1ccccn1)c1ccc(NS(=O)(=O)c2cccc([N+](=O)[O-])c2)cc1
    i	?	-1.3	0.0%	-14%	1%	-3%	-13%	-4%
> COc1ccc(-c2cc(-c3ccco3)[nH]c(=O)c2C#N)cc1
    i	i	-0.3	0.0%	?	-12%	-10%	8%	0%
> COc1ccc(CNC(=O)C(C)n2c(=O)cc(C)c3c(C)nn(-c4ccccc4)c32)cc1 (configuration not stated)
    /	i	/	-0.9%	0%	/	3%	6%	2%
> CN(C)Cc1c[nH]c2nccnc12
    i	i	-0.4	-0.7%	/	/	4%	4%	/
